Bioassay records as filed in PubChem.
UPR CHOP act: activators of apoptotic CHOP UPR arm, primary screen, cell-based, CHO-CHOP luciferase reporter, luminescence, uHTS; 330,000 compounds, 0.34% hits; activation, % at 10 µM; AID 449763, 2010; UPR activation; percent of tunicamycin response over DMSO baseline;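 active = at 10 µM dose, activation of 40% or more, normalized to positive control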;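 also: 100% = tunicamycin at 10 µg/mL and 0% = DMSO alone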
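Test system: CHO-CHOP cells, stable luciferase reporter of PERK-eIF2a-CHOP signalling | Quantity: 500 CHO-CHOP cells per well | Buffer or medium: F12 plus 10% serum | Compound dosing: 10 µM single point, 0.5% DMSO | Schedule: 6 h compound treatment, 37 °C | Signal: Luciferase luminescence | Control set: Tunicamycin high control, DMSO low control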
CXCR6 block: CXCR6 receptor inhibitors, primary screen, cell-based, beta-arrestin, luminescence, CHO-K1 PathHunter, 1536-well | C-X-C chemokine receptor type 6 (Homo sapiens), O00574 | inhibition, % at 20 µM | 360,000 compounds, 0.36% hits | AID 602244, 2012; in the data active = inhibition above about 34%, passing the limit was not always enough;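 also: antagonist mode with CXCL16 agonist at 10 nM final; 0% = 10 nM CXCL16 with DMSO and 100% = unstimulated wells without agonist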
Target sequence (O00574 whole entry, looked up): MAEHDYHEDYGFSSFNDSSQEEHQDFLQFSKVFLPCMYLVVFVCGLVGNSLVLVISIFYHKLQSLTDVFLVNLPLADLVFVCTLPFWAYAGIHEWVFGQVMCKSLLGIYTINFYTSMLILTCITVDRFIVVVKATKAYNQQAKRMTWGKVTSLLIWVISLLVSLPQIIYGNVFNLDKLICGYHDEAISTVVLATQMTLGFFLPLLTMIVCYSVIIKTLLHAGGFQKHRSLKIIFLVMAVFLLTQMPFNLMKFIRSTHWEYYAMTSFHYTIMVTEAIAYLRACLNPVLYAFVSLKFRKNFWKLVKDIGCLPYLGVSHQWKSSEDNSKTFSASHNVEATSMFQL
XBP1 UPR activ: activators of adaptive XBP1 UPR arm, primary screen, cell-based, CHO-XBP1 luciferase reporter, luminescence, uHTS; 330,000 compounds, 0.33% hits; activation, % at 20 µM; IRE1-XBP1 UPR activation; percent of tunicamycin response, DMSO as zero; AID 463104, 2010;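 active = versus positive control, 20 µM dose yields 30% or more activation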;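 also: 100% = tunicamycin at 10 µg/mL and 0% = DMSO only wells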
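Material – CHO cell line with stable XBP1 luciferase reporter · Buffer or medium – F12 plus 10% FBS · Compound – single point, 20 µM final compound, 1% DMSO · Schedule – 16-18 h cell attachment at 37 °C, then 6 h compound exposure · Signal – Steady-Glo luminescence read · Benchmarks – high control tunicamycin 10 µg/mL final, low control DMSO vehicle only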
APJ antag: antagonists of human apelin receptor APJ, primary screen, CHO-K1 cells, beta-arrestin complementation, luminescence; AID 2521, 2010; P35414; 330,000 compounds, 0.32% hits; inhibition, % at 20 µM;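 active = inhibition above about 40% at 20 µM, limit read from the data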;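 also: cells challenged with 10 nM apelin-13 agonist together with compound; plate controls were apelin-13 plus DMSO wells for no effect and DMSO wells lacking apelin-13 for full effect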
APJ agonist: agonists of human apelin receptor APJ, primary screen, CHO-K1 cells, PathHunter beta-arrestin, luminescence; 330,000 compounds, 0.11% hits; 0% DMSO wells, 100% apelin; P35414; activation, % at 20 µM;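 active = activation more than six SD over the plate average, tested at 20 µM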;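 also: 0% = DMSO alone and 100% = apelin-13 at 10 nM; some results filed as inactive read as strong as hits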
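Test system: CHO-K1 APJ beta-arrestin complementation cell line | Compound: Single test compound dose, 20 µM final, 1% DMSO | Incubation: Compound 90 min 25 °C, reagent 1 h | Measured by: beta-gal luminescence | Read-out basis: APJ–arrestin association signal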
Mdm2 MdmX PPI: inhibitors of human Mdm2-MdmX association, primary screen, cell-based, luminescence, split luciferase, SaOS-2, uHTS; 330,000 compounds, 3% hits; SaOS-2 split-luciferase Mdm2/MdmX complementation; Protein Mdm4 (Homo sapiens) + E3 ubiquitin-protein ligase Mdm2 (Homo sapiens), …; inhibition, % at 8 µM;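 active = inhibition of at least 50% at 8 µM in the primary screen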
CCR6 antag: CCR6 receptor antagonists, primary screen, cell-based, CHO-K1, luminescence, beta-arrestin, uHTS; CHO-K1 CCR6 PathHunter beta-arrestin, CCL20-stimulated; inhibition, % at 20 µM; 340,000 compounds, 0.49% hits; AID 493098, 2011;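 active = compounds whose inhibition of the agonist-driven luminescence signal at 20 µM reaches about 50%, limit read from the data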;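 also: cells stimulated with CCL20 at 14 nM final; plate controls were DMSO with CCL20 for no effect and DMSO without agonist for full effect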
Target sequence (P51684 whole entry, looked up): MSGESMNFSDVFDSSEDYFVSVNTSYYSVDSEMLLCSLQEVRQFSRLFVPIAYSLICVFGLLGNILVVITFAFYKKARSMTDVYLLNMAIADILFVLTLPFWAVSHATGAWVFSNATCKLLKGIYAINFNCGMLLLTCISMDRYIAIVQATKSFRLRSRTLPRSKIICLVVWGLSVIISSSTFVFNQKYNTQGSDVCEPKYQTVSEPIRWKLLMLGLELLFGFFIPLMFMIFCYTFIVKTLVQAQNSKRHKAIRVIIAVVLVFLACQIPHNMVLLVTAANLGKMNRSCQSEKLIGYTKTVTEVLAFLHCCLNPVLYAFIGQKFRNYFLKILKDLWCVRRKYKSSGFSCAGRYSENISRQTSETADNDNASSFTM
tim23-1 inh: growth inhibitors of tim23-1 mutant yeast, primary screen, luminescence, uHTS | 330,000 compounds, 1.3% hits | S. cerevisiae tim23-1 growth, BacTiter-Glo luminescence, 24 h | inhibition, % at 20 µM;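 active = growth inhibition of the mutant yeast at or above 50%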;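 also: temperature-sensitive mutant grown at 25 °C; plate controls were DMSO-treated mutant yeast for no effect and medium wells lacking yeast for full effect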
EBI2 antag: EBI2 receptor antagonists, beta-arrestin recruitment, primary screen, cell-based, luminescence, 7a,25-OHC stimulation, uHTS. G-protein coupled receptor 183 (Homo sapiens), P32249. 7a,25-OHC stimulated. inhibition, % at 5 µM. 360,000 compounds, 0.81% hits. AID 651636, 2012; in the data active = inhibition above about 38%;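 also: enzyme fragment complementation signal reports receptor beta-arrestin coupling in cells; 0% = agonist plus DMSO wells and 100% = wells without agonist; some results beyond the cut were filed as inactive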
An asterisk follows results filed as active. Some of the compounds tested; count on the stated rates, not on these rows.

item	SMILES	UPR CHOP act	CXCR6 block	XBP1 UPR activ	APJ antag	APJ agonist	Mdm2 MdmX PPI	CCR6 antag	tim23-1 inh	EBI2 antag
1	CCN(CC(=O)Nc1ccc(NC(C)=O)cc1)C(=O)c1cc2c(s1)CCCCC2	0.1	4	0	-4	-5	5	8	7	0
2	CC(C)CCNC(=O)c1cc2c(=O)n3ccccc3nc2s1	2.5	-15	10	1	0	-10	16	5	-10
3	CCC(CC)C(=O)Nc1cccc(S(=O)(=O)c2cccc(NC(=O)C(CC)CC)c2)c1	0.2	8	-3	-5	0	1	7	16	11
4	CC(CC1C(C#N)=C(N)SC(N)=C1C#N)c1ccccc1 (stereo not given)	-1.5	0	-1	-4	-5	13	23	12	3
5	Cc1c(N(C)S(=O)(=O)c2cc(C(=O)N3CCCC3)ccc2Cl)c(=O)n(-c2ccccc2)n1C	-0.6	1	-3	-3	0	-15	12	-23	-2
6	O=C1NC2(CCCCCC2)C(=O)N1Cc1ccc(Cl)cc1Cl	-0.2	-8	0	-18	0	-25	8	33	-6
7	COc1cc(CNc2nnnn2C)ccc1OCc1c(F)cccc1Cl	-0.2	4	-2	-11	-4	4	5	-7	-2
8	COCCNC(=O)c1cc(-c2ccccn2)nc2ccc(S(=O)(=O)N3CCC(C)CC3)cc12	1.8	7	-1	11	1	-11	20	19	-19
9	COc1ccc2oc(C(=O)OC(C)C(=O)Nc3ccc(N4CCOCC4)cc3)c(C)c2c1 (stereo not given)	-0.5	5	0	-5	0	-28	-3	6	-6
10	CCC(C)NC(=O)C1c2ccccc2Oc2ccccc21 (stereo not given)	0.6	2	4	9	-3	-2	-14	6	3
11	Cc1c(NC(=O)CCC2CCCCC2)c(=O)n(-c2ccccc2)n1C	-0.5	4	0	17	0	-13	2	1	-4
12	CC1=C(C(=O)OCC(C)C)C(c2cccc(F)c2)N2C(=O)C(C)SC2=N1 (stereo not given)	-3.0	6	-5	-20	-4	11	7	28	-13
13	O=C(NCc1cccc(Cl)c1)c1ccc2nc(N3CCOCC3)sc2c1	5.8	-4	-1	-3	-2	-2	2	17	0
14	O=C(CCC(=O)OCC(=O)c1ccccc1)Nc1cccc2cccnc12	0.6	0	5	11	6	-2	2	8	1
15	COCCCNC(=S)Nc1ccc(S(=O)(=O)Nc2cc(OC)nc(OC)n2)cc1	2.8	0	-1	2	-3	19	1	-4	-10
16	O=c1cc(O)c2ccccc2n1Cc1ccccc1Cl	-0.3	-1	2	-21	2	-9	-5	29	4
17	COc1ccc(C(C)(C)C)cc1NC(=O)COC(=O)c1nc2nccc(C)n2n1	-0.3	-10	0	-12	-4	-27	4	21	-12
18	CC(=O)c1ccccc1NS(=O)(=O)c1ccccc1Cl	-1.1	-4	-1	4	-3	10	21	10	-9
19	Oc1c(/C=N/Nc2cccc3cccnc23)ccc2ccccc12	6.8	6	3	-26	1	-56	16	16	31
20	COc1ccc(S(=O)(=O)N2CCN(c3ccccc3OC)CC2)cc1C(=O)N1CCCCC1	-0.7	-4	-1	12	-5	14	5	8	2

Complete entries, quoted from the list. Values in the order: UPR CHOP act, CXCR6 block, XBP1 UPR activ, APJ antag, APJ agonist, Mdm2 MdmX PPI, CCR6 antag, tim23-1 inh, EBI2 antag
Listed for `O=C(NCc1cccc(Cl)c1)c1ccc2nc(N3CCOCC3)sc2c1` = 5.8, -4, -1, -3, -2, -2, 2, 17, 0
Listed for `Cc1c(NC(=O)CCC2CCCCC2)c(=O)n(-c2ccccc2)n1C` = -0.5, 4, 0, 17, 0, -13, 2, 1, -4

Additional compounds:
item	SMILES	UPR CHOP act	CXCR6 block	XBP1 UPR activ	APJ antag	APJ agonist	Mdm2 MdmX PPI	CCR6 antag	tim23-1 inh	EBI2 antag
21	Cc1cc(N2CCN(C(=O)/C=C/C(=O)O)CC2)c2ccccc2n1	-1.6	8	-3	2	0	-8	-3	4	1
22	O=C(Nc1ccc(OC(F)F)c(Cl)c1)Nc1ccc2c(c1)OCO2	2.8	-13	5	-4	3	40	7	8	18
23	O=C(c1ccccc1)N1CCN(C(=O)c2ccc3c(c2)OCO3)CC1	3.2	2	-4	16	-1	17	-4	2	-6
24	CC(C)c1ccc(S(=O)(=O)c2nnn3c2nc(NCC2CCCO2)c2ccccc23)cc1 (stereo not given)	-0.1	4	-3	-17	-1	5	11	-3	-10
25	CC(CNC(=O)COC(=O)c1cccnc1Cl)c1ccccc1 (stereo not given)	1.7	5	0	14	6	-9	9	9	-7
26	Cc1ccc2nc(SCC(=O)NC3CCCCC3)nc(=O)n2c1	-1.6	5	-1	1	-7	6	5	8	2
27	CSc1nnc(-c2cc(-c3ccc(C)cc3)nc3ccccc23)o1	2.7	-10	-5	8	-1	30	7	8	-12
28	CCOC(=O)c1sc(N(Cc2ccccc2)C(=O)CSc2nnc(C3CC3)n2N)nc1C	3.0	-3	4	-10	-5	-5	17	18	12
29	CC(=O)NCCn1c(SCC(=O)NCC2CCCO2)nc2ccccc2c1=O (stereo not given)	-1.3	2	0	-3	0	-18	0	-7	-21
30	O=C(Nc1ccccc1)N(Cc1ccccc1)CC(O)C(F)(F)F (stereo not given)	6.3	-6	-1	15	-2	26	3	-3	0
31	c1ccc(C2(CNc3ccccn3)CCCC2)cc1	-2.4	0	1	6	5	20	27	-5	5
32	Cc1ccc(OCC(=O)NNC(=O)C2CCN(c3nccc(C)n3)CC2)cc1	-1.6	-6	-2	-2	-1	0	-3	-1	25
33	Cc1ccc(S(=O)(=O)NCC(=O)OCC(=O)Nc2ncc(Cl)cc2Cl)cc1	-0.3	1	-3	6	-1	12	9	9	-5
34	COc1cc(/C=N/N2C(=O)c3ccccc3NC2(C)c2cccc([N+](=O)[O-])c2)cc(Br)c1O (stereo not given)	-1.6	1	-3	-16	-3	18	-3	30	9
35	CCN(CC)CCNc1nc(-c2cccs2)c(CC(=O)O)s1	0.0	4	-3	-3	-4	2	-11	7	1
36	Cc1ccccc1N1C(=O)c2ccccc2NC1c1ccncc1 (stereo not given)	-1.0	7	-7	21	-5	17	-14	-4	2
37	O=C(O)c1cccc(-c2ccc(/C=N/NC(=O)c3cccnc3)o2)c1	2.9	9	0	16	4	28	6	6	-4
38	COC(=O)Cc1cccc2c(=O)c3ccccc3oc12	0.3	8	3	16	-6	13	10	-1	6
39	COc1ccc(OCCOC(=O)c2ccc(-n3cnnn3)cc2)cc1	-0.2	2	-6	12	-4	17	4	6	-1
40	COC(=O)Cn1nc(-c2ccccc2)c2ccccc21	-3.1	6	-4	-4	-5	0	9	24	-5
41	CC(=O)c1ccccc1N(C(=O)Cn1nnc2ccccc21)C(C(=O)NCC1CCCO1)c1ccc(N2CCOCC2)cc1 (stereo not given)	-1.2	6	3	-5	-2	-6	7	9	-11
42	COc1ccc(OCc2cccc(C(=O)Nc3cc(C)on3)c2)cc1	-7.6	-5	-5	8	-2	50	-7	6	-7
43	O=C(Cc1ccccc1)NC(C(=O)O)C(O)c1ccc([N+](=O)[O-])cc1 (stereo not given)	1.8	2	-7	5	-3	3	4	7	-11
44	C=CCN(C(=O)CCC(=O)Nc1cc(C)on1)C(C(=O)NC(C)(C)C)c1ccc(OC)cc1 (stereo not given)	1.3	0	-3	10	2	6	-7	13	-1
45	Fc1cc(F)c2nc(N3CCCC3)sc2c1	4.8	1	0	25	-1	-31	5	11	3
46	C/C(=N\N1CCN(C)CC1)c1ccc(Cl)c(Cl)c1	1.7	-14	0	-10	-5	-4	7	14	-6
47	Cc1ccc(S(=O)(=O)N2CCCCC2C(=O)O)s1 (stereo not given)	-0.8	-5	0	2	0	-12	-11	6	-11
48	CCc1ccc(NC(=S)Nc2ccc(S(=O)(=O)Nc3ncccn3)cc2)cc1	-0.4	5	-1	12	-2	-23	7	6	33
49	CC1CN(C(=O)COC(=O)/C=C/c2ccc(C(F)(F)F)cc2)CC(C)O1 (stereo not given)	-0.2	-2	-2	-5	-4	6	-3	13	4
50	CC(=O)c1c(C)[nH]c(C(=O)Nc2ccc(C)cn2)c1C	-7.6	-10	-6	0	-1	53*	15	8	3
51	COc1ccc(CN(CCC(c2ccccc2)C2CCOC(C)(C)C2)C(C)=O)cc1 (stereo not given)	1.0	6	0	6	-2	20	17	31	16
52	COc1ccc(/C=C2/SC(=S)N(CCC(=O)O)C2=O)cc1	-7.4	1	-3	6	-4	25	19	5	-1
53	Cn1cncc1C#Cc1c(C=O)[nH]c2ccccc12	-0.6	-7	-3	2	0	71*	-7	44	0
54	CCC(Oc1ccccc1)C(=O)NCCCN1CCOCC1 (stereo not given)	1.2	-12	-7	4	-3	6	-9	-8	-4
55	O=C(COC(=O)COc1ccc(Br)cc1)Nc1ccc2c(c1)OCCO2	-0.7	1	-1	1	-1	15	-1	-10	6
56	CCN(CC)c1cc(C)c2cc(NC(=O)c3ccccc3OC)ccc2n1	2.7	-8	3	-12	0	-1	-10	-6	18
